Bioassay records (PubChem BioAssay)
PPARg SRC-3 ag: promotes SRC-3 coactivator recruitment by human PPARgamma; biochemical PPARgamma/SRC-3 coactivator recruitment assay; activation, % at 8 µM; hit rate 0.26% among 200,000; AID 731; in the data active means activation above about 23%;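 further: 0% = DMSO and 100% = reference agonist; some compounds past the cut are filed as inactive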
Target sequence (P37231 whole entry, looked up): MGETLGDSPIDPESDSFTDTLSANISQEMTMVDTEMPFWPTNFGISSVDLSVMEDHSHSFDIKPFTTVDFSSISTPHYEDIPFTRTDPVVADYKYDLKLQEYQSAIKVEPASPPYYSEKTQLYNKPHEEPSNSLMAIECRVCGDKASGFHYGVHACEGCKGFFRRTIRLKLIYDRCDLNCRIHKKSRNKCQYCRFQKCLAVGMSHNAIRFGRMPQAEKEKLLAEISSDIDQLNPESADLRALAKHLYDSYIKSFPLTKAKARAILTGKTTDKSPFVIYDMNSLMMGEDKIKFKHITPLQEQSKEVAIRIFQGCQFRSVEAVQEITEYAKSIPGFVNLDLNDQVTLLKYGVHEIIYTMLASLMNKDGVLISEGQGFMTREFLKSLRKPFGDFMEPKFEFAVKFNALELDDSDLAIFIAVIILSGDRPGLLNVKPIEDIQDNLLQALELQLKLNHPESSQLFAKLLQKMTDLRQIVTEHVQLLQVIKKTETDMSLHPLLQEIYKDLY
TR-FRET SRC-2 ct: counter-screen for PPARgamma SRC-2 recruitment agonists: TR-FRET artefact | stronger effect = higher value | TR-FRET ratio at 8 µM | hit rate 0.4% among 200,000 | AID 1049; in the data active means TR-FRET ratio above about 2000; further: inactives centre near 1500; reference of the scale not given here
L major viab: reduces viability of Leishmania major promastigotes | resazurin fluorescence viability | inhibition, % at 10 µM | hit rate 9% among 200,000; in the data active means inhibition above about 50%;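 further: promastigotes grown with compound for 44 hours at 28 °C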
S1P3 antag: S1P3 (human) receptor antagonism. Q99500. CHO S1P3 NFAT-BLA reporter, FRET fluorescence, antagonist mode. inhibition, % at 4.98 µM. hit rate 0.27% among 170,000;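 active means inhibition above the plate cutoff, the mean inhibition of test wells on that plate plus 3 SD, cut at about 28% in these data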;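 further: cells challenged with S1P at its EC80 of 0.8 µM; blue over green emission ratio from cleaved BLA substrate after 4 h stimulation; 0% = S1P-stimulated wells and 100% = unstimulated DMSO-only wells; some compounds past the cut are filed as inactive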
Target sequence (Q99500 whole entry, looked up): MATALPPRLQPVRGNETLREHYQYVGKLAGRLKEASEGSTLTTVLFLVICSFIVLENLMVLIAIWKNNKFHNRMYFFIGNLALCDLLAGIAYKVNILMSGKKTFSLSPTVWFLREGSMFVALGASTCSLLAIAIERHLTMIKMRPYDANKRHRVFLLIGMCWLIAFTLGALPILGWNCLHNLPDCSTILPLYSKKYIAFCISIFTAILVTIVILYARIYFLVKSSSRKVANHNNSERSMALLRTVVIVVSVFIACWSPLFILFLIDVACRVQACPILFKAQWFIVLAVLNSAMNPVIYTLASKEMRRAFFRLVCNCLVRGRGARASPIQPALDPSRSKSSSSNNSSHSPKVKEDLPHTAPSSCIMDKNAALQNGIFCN
ROMK primary: human ROMK K+ channel modulation, primary screen; P48048; Tet-inducible ROMK, thallium flux fluorescence; actives lie on both sides; B-score at 10 µM; hit rate 2% among 130,000;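 active means signal ratio slope over the read window, or its plate-corrected B-score, at least 3 SD from the plate mean, either direction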;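 further: B-score of the F/F0 ratio slope over 7 to 12 s after thallium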
bIAP activator: increases bovine intestinal alkaline phosphatase activity | purified bovine IAP, CDP-star luminescence, 30 min; stronger effect = higher value; fold of DMSO-control signal, blank-subtracted | activation factor at 20 µM | hit rate 0.17% among 200,000;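 active means activation factor of 2 or more at 20 µM, a signal rise over negative controls twice the positive control's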
PPARg SRC2 recr: PPARgamma-driven SRC-2 recruitment agonism; P37231; PPARgamma LBD-SRC-2 recruitment, biochemical; activation, % at 8 µM; hit rate 0.34% among 200,000; in the data active means activation above about 22%;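 further: 0% = vehicle and 100% = reference agonist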
DTT redox prof: compounds producing H2O2 with reducing agent – biochemical, NIH compound library profiling, artefact control for MLSCN library redox annotation, primary screen; DTT-dependent redox cycling H2O2, phenol red/HRP absorbance; 100% = 100 µM peroxide control, 0% = buffer; activation, % at 10 µM; hit rate 0.03% among 200,000; AID 878;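 active means activation of at least 50% relative to the plate's high and low controls in the primary single-dose screen; inactive means activation below 50%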;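 further: compound incubated with DTT at 0.8 mM final as the reducing agent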
PPARg SRC1 recr: agonists of human PPARgamma SRC-1 coactivator recruitment; AID 631; hit rate 0.41% among 200,000; PPARgamma-SRC-1 coactivator recruitment biochemical assay; activation, % at 8 µM; P37231; in the data active means activation above about 19%;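 further: 0% = DMSO and 100% = reference agonist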
TLR4-MyD88 BLA: inhibitors of human TLR4-MyD88 binding. inhibition, % at 8.4 µM. HeLa CL3-4 TLR4/MyD88 BLA complementation, FRET ratio. hit rate 0.18% among 200,000. O00206+Q99836; in the data active means inhibition above about 25%;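 further: 0% = vehicle and 100% = reference inhibitor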
bIAP inh: intestinal alkaline phosphatase (bovine) inhibition. purified bovine IAP, CDP-star luminescence, 30 min. inhibition, % at 20 µM. 190,000 tested, under 10 active;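 active means over 50% inhibition of intestinal alkaline phosphatase at 20 µM in the single-dose screen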
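System: purified bovine intestinal alkaline phosphatase (IAP) enzyme; Input: IAP diluted 1/65,000,000 in the well; Measured by: CDP-star luminescence signal; Compound dosing: 20 µM single dose; Incubation: 30 min reaction at room temperature.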
* = called active by the depositor; · = no result given.

item	smiles	PPARg SRC-3 ag	TR-FRET SRC-2 ct	L major viab	S1P3 antag	ROMK primary	bIAP activator	PPARg SRC2 recr	DTT redox prof	PPARg SRC1 recr	TLR4-MyD88 BLA	bIAP inh
1	COc1cccc2cc(C(=O)NC3CC(C)(C)NC(C)(C)C3)c(=O)oc12	0	1502	1	-23	·	·	-6	2.1	2	-7	·
2	COc1ccccc1NC(=O)Cn1cnc2sc(C(=O)NCc3ccco3)c(C)c2c1=O	7	1495	-1	·	·	1	-4	0.4	-6	-1	2
3	COc1cc([C@@H]2C[C@H]3CN(c4ccccc4)C(=O)[C@]34CCCN24)cc(OC)c1OC	4	1490	2	-18	1.5	1.2	-5	-0.9	1	-4	-24
4	O=C1CC(N2CCC(c3nc4ccccc4o3)CC2)C(=O)N1Cc1cccs1 (stereo not drawn)	-5	1564	7	-3	·	1	-8	3.4	-1	-17	-3
5	Cc1ccc(C2CC(=O)Nc3c2ccc2ccccc32)cc1[N+](=O)[O-] (stereo not drawn)	3	1550	95*	-2	-0.76	1.3	-6	0.5	-2	3	-31
6	COc1ccc(S(=O)(=O)N2N=C(c3ccc(NS(C)(=O)=O)cc3)CC2c2ccco2)cc1 (stereo not drawn)	2	1565	-1	4	-0.084	1.1	2	-0.1	5	-17	-6
7	Cc1ccc(S(=O)(=O)c2ccc(Cl)cc2)cc1S(=O)(=O)NC(C)C(=O)O (stereo not drawn)	1	1573	52*	1	0.87	0.9	-1	0.0	2	-5	11
8	O=C(CCC1CCCC1)Nc1ccc([N+](=O)[O-])cn1	-2	1317	6	32*	·	1	-11	-0.1	-2	-13	-2
9	CCc1ccc(CN(C)Cc2nc(COc3ccccc3)no2)nc1	9	1474	-5	1	0.24	1	4	-2.1	-2	-2	-3
10	Cc1ccc(S(=O)(=O)Cc2ccc(C(=O)NCc3cccs3)o2)cc1	2	1632	-4	·	·	0.9	-5	0.4	2	12	5
11	O=C(Oc1cccc2cccnc12)c1cccc([N+](=O)[O-])c1	1	1563	34	-6	-0.075	1	2	-0.7	-4	-7	-5
12	Cn1c(O)c(N=NC(=O)c2cc(-c3cccs3)nc3ccccc23)c2ccccc21	7	1568	2	6	·	0.9	2	-0.5	2	1	12
13	N#Cc1cccc(NC(=O)CSc2ccccc2)c1	-2	1455	-6	-9	·	0.8	5	-2.0	2	-18	16
14	C=CCC(C(=O)OC)(C(=O)OC)c1ccc([N+](=O)[O-])cc1[N+](=O)[O-]	3	1632	10	-12	-0.01	1	3	0.3	12	7	2
15	CCC1(C)Cc2c(sc3nnn(CC(=O)Nc4ccc(Cl)cc4)c(=O)c23)CO1 (stereo not drawn)	8	1622	0	·	·	1	5	-7.9	5	8	2
16	O=C(CSc1nnnn1-c1ccccc1)Nc1ncc(Cc2ccccc2Cl)s1	-3	1313	10	-9	0.61	0.9	-6	0.1	-11	7	9
17	CCCCCNc1c(C(=O)OCC)c(=O)[nH]c2ccccc12	-3	1565	44	-15	·	0.8	1	-0.5	3	6	20
18	CCN(CC)CCCNC(=O)C1CCN(C(=O)c2cc3sccc3n2Cc2ccc(F)cc2)CC1	1	1540	99*	-5	-1.6	1.2	-1	2.2	-2	17	-18
19	CC(C)(C)S(=O)(=O)c1cnc2c(-c3ccsc3)cnn2c1N	1	1620	-3	4	1.4	1.1	2	-2.0	-3	-8	-5
20	S=C(NCCc1ccccc1)N/N=C/c1ccccc1Cl	6	1372	-9	-3	·	0.5	6	0.1	7	4	·
21	CCCCc1oc2c(c(=O)c1C)C(=O)CC(c1ccccc1)C2 (stereo not drawn)	10	1686	-10	·	-1.5	1.1	11	3.4	0	6	-10
22	Cc1nc2ccc(NC(=O)CCS(=O)(=O)c3ccc(Cl)cc3)cc2s1	4	1373	0	-9	-0.37	1	4	-0.4	9	4	3
23	COC(=O)c1ccc(NC(=O)Nc2cccc(F)c2)cc1	2	1659	2	-1	-0.7	0.9	-6	1.3	-2	-5	11
24	COC(=O)[C@@H]1CCCN1C(=O)CCc1nnc(C2CCCCC2)o1	1	1747	-2	-11	-0.88	1	-2	-0.4	4	-6	-2
25	CSc1ccc(CNC(C)(C)CO)cc1	4	1473	4	-9	0.87	1	1	-0.2	3	7	-3
26	O=C(O)CCSc1nnc(COc2cccc3cccnc23)n1-c1ccccc1	-1	1510	1	-7	1.1	1.1	-3	-0.2	7	-8	-12
27	CCCC(C(=O)NC(C)(C)C)N(CC1CCCO1)C(=O)c1snc(C(N)=O)c1N (stereo not drawn)	-5	1546	27	-16	-0.16	1	9	-0.3	4	0	1
28	CCN1C2=C(C(=O)CCC2)C(c2ccc(O)cc2)C2=C1CCCC2=O	-13	1548	-5	-12	·	1	12	-0.4	1	-1	0
29	CCOC(=O)C(Sc1cc(C)nc(N)n1)C(C)=O (stereo not drawn)	3	1647	-5	·	0.51	0.9	2	0.1	3	7	8
30	O=C1c2ccccc2C(=O)N1CCSC(=S)N1CCOCC1	8	1664	-6	·	0.51	1	6	-1.9	2	-7	-1

Sorted by length of the SMILES (highest first): 10 of the compounds above
item	smiles	PPARg SRC-3 ag	TR-FRET SRC-2 ct	L major viab	S1P3 antag	ROMK primary	bIAP activator	PPARg SRC2 recr	DTT redox prof	PPARg SRC1 recr	TLR4-MyD88 BLA	bIAP inh
3	COc1cc([C@@H]2C[C@H]3CN(c4ccccc4)C(=O)[C@]34CCCN24)cc(OC)c1OC	4	1490	2	-18	1.5	1.2	-5	-0.9	1	-4	-24
6	COc1ccc(S(=O)(=O)N2N=C(c3ccc(NS(C)(=O)=O)cc3)CC2c2ccco2)cc1 (stereo not drawn)	2	1565	-1	4	-0.084	1.1	2	-0.1	5	-17	-6
14	C=CCC(C(=O)OC)(C(=O)OC)c1ccc([N+](=O)[O-])cc1[N+](=O)[O-]	3	1632	10	-12	-0.01	1	3	0.3	12	7	2
7	Cc1ccc(S(=O)(=O)c2ccc(Cl)cc2)cc1S(=O)(=O)NC(C)C(=O)O (stereo not drawn)	1	1573	52*	1	0.87	0.9	-1	0.0	2	-5	11
1	COc1cccc2cc(C(=O)NC3CC(C)(C)NC(C)(C)C3)c(=O)oc12	0	1502	1	-23	·	·	-6	2.1	2	-7	·
4	O=C1CC(N2CCC(c3nc4ccccc4o3)CC2)C(=O)N1Cc1cccs1 (stereo not drawn)	-5	1564	7	-3	·	1	-8	3.4	-1	-17	-3
19	CC(C)(C)S(=O)(=O)c1cnc2c(-c3ccsc3)cnn2c1N	1	1620	-3	4	1.4	1.1	2	-2.0	-3	-8	-5
21	CCCCc1oc2c(c(=O)c1C)C(=O)CC(c1ccccc1)C2 (stereo not drawn)	10	1686	-10	·	-1.5	1.1	11	3.4	0	6	-10
17	CCCCCNc1c(C(=O)OCC)c(=O)[nH]c2ccccc12	-3	1565	44	-15	·	0.8	1	-0.5	3	6	20
23	COC(=O)c1ccc(NC(=O)Nc2cccc(F)c2)cc1	2	1659	2	-1	-0.7	0.9	-6	1.3	-2	-5	11

(cont.)
item	smiles	PPARg SRC-3 ag	TR-FRET SRC-2 ct	L major viab	S1P3 antag	ROMK primary	bIAP activator	PPARg SRC2 recr	DTT redox prof	PPARg SRC1 recr	TLR4-MyD88 BLA	bIAP inh
31	CNC(=O)[C@@H]1C[C@H]1[C@@H](NC(=O)OCc1ccccc1)c1ccccc1	-2	1524	-4	8	0.055	0.7	3	-0.1	-1	-6	28
32	COc1ccc(Cl)c(N2CCN(CCCNC(=O)Nc3ccc(C)cc3)CC2)c1	8	1481	22	12	·	2.2*	6	-1.9	0	16	-119
33	COc1ccc(NC(=O)c2ccc3nccnc3c2)cc1	16	1566	-4	·	·	0.9	4	-1.4	0	13	13
34	COc1cc2cc(C(c3nnnn3C3CCCC3)N(C)C3CCCCC3)c(=O)[nH]c2cc1OC (stereo not drawn)	18	1541	16	-23	·	0.8	2	3.5	-3	-9	17
35	c1ccc(C(c2ccccc2)N2CCN(Cc3nnnn3C3CCCCC3)CC2)cc1	6	1301	9	·	-2.9	1	-2	0.9	-5	3	0
36	CCOC(=O)N1CCC(NC(=O)C2CCCN(C(=O)c3cc4sccc4n3C)C2)CC1 (stereo not drawn)	-8	1469	-10	-24	·	1	11	-0.3	-5	-4	0
37	CN1CCN(S(=O)(=O)c2ccc(NC(=S)NC(=O)C3CC3)cc2)CC1	1	1603	-6	10	·	0.9	5	0.0	9	-13	8
38	CC(=O)N1CCC(N2CCN(c3ccccc3F)CC2)CC1	-5	1583	10	24	0.013	1	-6	1.9	1	4	-2
39	COc1cccc(C(=O)NCCSc2ccc(F)cc2)c1	2	1528	5	-17	-0.61	1	-7	-0.4	-2	0	2
40	Cn1nnnc1SCC(=O)N1c2ccccc2CCc2ccccc21	2	1472	-2	-32	0.5	1	10	1.6	3	-8	-2
41	CCCn1c(SCC(=O)c2cc(OC)ccc2OC)nnc1-c1ccco1	15	1687	5	-14	·	1	1	1.0	4	0	0
42	OC1CCN(Cc2cccc(Oc3ccccc3)c2)CC1	-6	1463	100*	-6	·	1	2	0.1	1	1	-3
43	CN1/C(=C\C(=O)Nc2cccnc2)c2ccccc2CC1(C)C	-15	1586	-3	-12	·	0.6	-9	0.4	-14	1	44
44	CC(C)CN1C(=O)/C(=C/c2cccs2)NC1=S	-5	1686	-6	·	·	0.9	4	0.6	5	-21	5
45	CCc1nnc(NC(=O)c2cccnc2SC)s1	-1	1513	-4	-1	0.26	1	-4	-0.3	-1	-3	1
46	Cc1sc(NC(=O)c2ccc(F)cc2)c(CN2CCCCCC2)c1C	0	1609	15	14	-1.9	1	3	0.3	1	0	2
47	CC(C)C(C(=O)N1CCOCC1)N1C(=O)c2ccccc2C1=O (stereo not drawn)	-6	1323	-2	-11	·	1	0	0.0	-7	-2	-2
48	Cc1cccc(NC(=S)N=Nc2c(O)[nH]c3ccccc23)c1	3	1623	97*	5	-0.23	0.9	5	-0.2	6	-13	6
49	CC(C)(C)OC(=O)NNC(=O)NC12CC3CC(CC(C3)C1)C2	2	1515	-8	-1	-0.23	1.3	-2	-0.9	0	4	-26
50	CCOc1ccc2ncc(C(=O)c3ccc(OC)cc3)c(N3CCN(CC)CC3)c2c1	2	1427	31	-6	0.023	1.1	-1	-0.7	1	0	-14
51	COc1ccccc1C(C#N)N1N=C(C)CC1(C)C (stereo not drawn)	-1	1686	-3	-2	0.39	1.1	3	-0.1	0	-17	-7
52	Cc1cc(C)c2oc(=O)cc(CN3CCN(Cc4ccc5c(c4)OCO5)CC3)c2c1	3	1639	30	18	·	0.9	2	-0.3	4	-3	12
53	O=C(Nc1nccs1)C1CC2CCC1C2 (stereo not drawn)	1	1476	2	·	·	0.9	2	-4.4	6	10	7
54	CCOC(=O)CSc1nnc(CNC(=O)c2cccs2)n1-c1ccccc1	10	1622	-5	-71	·	1	5	-0.7	-2	-13	-2
55	COc1ccc(-c2nn3c(-c4ccncc4)nnc3s2)cc1OC	3	1602	0	-19	·	·	2	-2.7	2	-8	·
56	O=C(Nc1cccc2c1CCCC2)c1ccc(Cl)c([N+](=O)[O-])c1	1	1613	31	4	·	0.9	1	-0.3	-1	15	9
